NALP1 yeast inh: blocks the NALP1 inflammasome reconstituted in yeast; AID 2071; inhibition, % at 10 µM; S. cerevisiae NALP1/ASC/caspase-1 growth, X-gal OD620, 72 h; 280,000 tested, 0.61% active; in the data active = inhibition mostly above about 24%, no sharp cut-off; inactive = mostly below about 32%; also: some compounds called inactive have numbers as strong as hits
DNA FID counter: counter-screen for HCV NS3 helicase inhibitors: DNA intercalator displacement; 290,000 tested, 0.17% active; DNA fluorescent intercalator displacement, fluorescence; inhibition, % at 7.9 µM; in the data active = inhibition above about 37%;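 also: 0% = vehicle and 100% = reference compound; higher means more ethidium bromide displaced from hairpin DNA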
M18AAP inhibitor: blocks P. falciparum M18 aspartyl aminopeptidase. recombinant PfM18AAP, H-Glu-NHMec fluorogenic cleavage. inhibition, % at 7.35 µM. 290,000 tested, 1.2% active. AID 1822;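 active = inhibition above the campaign mean inhibition over all tested compounds plus 3 SD, cut at about 28% in these data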;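 also: 0% = plate median of test compound wells and 100% = 2 mM ZnCl2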
MEKK2wt PB1 HTS: raises or lowers MEK5 binding to wildtype human MEKK2 PB1 domain. Q9Y2U5. bead flow cytometry, Alexa488-MEK5 binding to MEKK2 WT; actives lie on both sides. binding response (% of control), % at 10 µM. 290,000 tested, 1.1% active. AID 1531; in the data active = binding response below about 67% or above about 130%
MEKK2 mut-MEK5: signal of MEK5 binding to mutant human MEKK2 PB1 domain | bead flow cytometry, Alexa488-MEK5 binding to MEKK2 mutant | percent response, % at 10 µM | 290,000 tested, 0.35% active | AID 1530; in the data active = percent response above about 24%, passing the limit was not always enough; also: inactives centre near 1; some results filed as inactive read as strong as hits
VIM-2 inhibitor: blocks Pseudomonas aeruginosa VIM-2 metallo-beta-lactamase. 290,000 tested, 0.89% active. AID 1527. purified VIM-2, nitrocefin hydrolysis, epi-absorbance fluorescence. inhibition, % at 5.6 µM;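 active = inhibition above the mean of all tested compounds plus 3 SD, cutoff set per screening run, cut at about 7.5% in these data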;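 also: red hydrolysis product quenches plate fluorescence so inhibitors raise well fluorescence; 0% = enzyme with DMSO and 100% = DMSO without enzyme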
UBC9 SUMO inh: blocks human SUMOylation mediated by UBC9 | HTRF SUMOylation assay, SAE1/SAE2 + UBC9, in vitro | inhibition, % at 35 µM | 290,000 tested, 0.36% active | AID 2006; in the data active = inhibition above about 50%, passing the limit was not always enough; also: strong numbers were not always called active
Target sequence (P63279 whole entry, looked up): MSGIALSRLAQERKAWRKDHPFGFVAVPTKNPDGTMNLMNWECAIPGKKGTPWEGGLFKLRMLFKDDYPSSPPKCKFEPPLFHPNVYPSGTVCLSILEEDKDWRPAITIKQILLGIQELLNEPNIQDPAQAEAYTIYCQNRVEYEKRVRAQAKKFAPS
IMP-1 inhibitor: blocks Pseudomonas aeruginosa IMP-1 metallo-beta-lactamase; purified IMP-1, nitrocefin hydrolysis, epi-absorbance fluorescence; inhibition, % at 5.6 µM; 290,000 tested, 0.45% active; AID 1556;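 active = inhibition above the mean plus 3 SD of all compounds in the same screening run, cut at about 4.5% in these data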;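 also: 0% = IMP-1 with DMSO and 100% = DMSO wells lacking enzyme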
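System: Purified recombinant IMP-1 metallo-beta-lactamase enzyme | Measured by: Fluorescence quenching readout, ex 480/em 530 nm | Replication: Singlicate | Incubation: 15 min preincubation plus 25 min reaction at 25 °C | Evaluation: Percent inhibition from optical density relative to buffer-blank wells | Benchmarks: DMSO with and without IMP-1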
HCV NS3 hel inh: blocks Hepatitis C virus NS3 helicase unwinding. inhibition, % at 10.9 µM. NS3 helicase DNA unwinding, Cy5 molecular beacon fluorescence. AID 1800. 290,000 tested, 0.56% active;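 active = inhibition above the mean of all tested compounds plus 3 SD, set per campaign, cut at about 35% in these data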;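 also: 0% = DMSO wells and 100% = thioflavine S control wells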
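Control set: DMSO versus 110 µM thioflavine S; Material: NS3 helicase fragment of HCV; Measured by: Cy5 fluorescence at 0 and 60 min, beacon hairpin quenching; Read-out basis: percent inhibition from t60/t0 fluorescence ratio; Times: reaction time 60 min, 25 °C; Repeats: single replicate; Compound dosing: single dose, 10.9 µM nominal final, DMSO 0.8% final.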
Starred values were filed as active, the others as inactive; . = no result given.

SMILES | NALP1 yeast inh | DNA FID counter | M18AAP inhibitor | MEKK2wt PB1 HTS | MEKK2 mut-MEK5 | VIM-2 inhibitor | UBC9 SUMO inh | IMP-1 inhibitor | HCV NS3 hel inh
S=C(NCc1cccnc1)Nc1cc(Cl)cc(Cl)c1 | -12 | 2 | 1 | 104 | -1 | -3.9 | -3 | -3.4 | -9
CCOC(=O)N1CCN(C(=O)CN(c2cccc(OC)c2)S(C)(=O)=O)CC1 | -8 | -8 | 13 | 99 | -1 | -0.5 | 24 | -3.2 | -5
O=C(CCSCCc1ccccn1)Nc1ccccn1 | 12 | -1 | 0 | 103 | 3 | 1.5 | -32 | -2.5 | -4
COc1cc(C(=O)Nc2ccc(-n3cnnn3)c(C)c2)cc(OC)c1OC | 0 | -13 | -6 | 101 | 2 | -0.6 | 9 | -5.3 | -12
COC(=O)C1=C(C)N(C)C(C)=C(C(=O)OC)C1c1ccc(F)c(Br)c1 | 11 | -17 | -6 | 100 | 5 | -3.5 | -12 | -4.7 | -4
CCCN(CCC)C(=O)c1ccccc1C(=O)N(CCC)CCC | 8 | -12 | 1 | 96 | 4 | -3.2 | -12 | -1.0 | 0
Cc1cccc(C)c1NC(=O)CSc1nc(C2CC2)nc2ccccc12 | 21 | -31 | 8 | 100 | -2 | 0.3 | -6 | -1.9 | -1
O=C1OCc2ccc(NC(=O)c3c(F)cccc3Cl)cc21 | -2 | -3 | 2 | 104 | 3 | -2.4 | 6 | -2.7 | 4
CCOC(=O)c1ccc(NC(=O)Nc2ccc3c4c(cccc24)C(=O)N3CC)cc1 | 21 | 0 | 0 | 116 | 2 | -4.9 | 19 | -0.4 | 2
COC(=O)c1cc(NC(=O)c2ccccc2F)cc(C(=O)OC)c1 | -10 | -24 | 8 | 109 | 0 | -2.2 | 3 | -1.5 | 15
Cc1ccnc2ccc(-c3nc4ccccc4o3)cc12 | 8 | -11 | 1 | 107 | 1 | 1.8 | 46 | -0.6 | -7
Cc1occc1C(=O)N/N=C/c1ccccn1 | 2 | -6 | -12 | 94 | -8 | -4.4 | 15 | -3.0 | 6
CC(=O)N1CCc2cc(S(=O)(=O)C(C)CC(=O)NCc3ccc(C)o3)ccc21 (stereo not drawn) | -1 | -20 | -19 | 99 | 2 | -1.2 | 6 | -0.1 | 24
COc1ccc(NC(=O)Cn2cc(C(C)=O)c3ccccc32)cc1 | 26 | -9 | 2 | 101 | -3 | -2.1 | 6 | -2.2 | -7
O=C(Cc1ccsc1)NCc1ccccc1F | 22 | 0 | -3 | 98 | 0 | -1.9 | 12 | -2.8 | 2
O=C(NCc1ccco1)c1cc(C(=O)C2CC2)c[nH]1 | -9 | 2 | -1 | 97 | -1 | -5.3 | 11 | -1.1 | 4
O=C(O)C(NS(=O)(=O)c1ccc(F)cc1)c1ccccc1 (stereo not drawn) | -22 | -2 | -4 | 100 | 3 | -1.1 | 7 | -0.7 | 3
COc1ccccc1CC(=O)N1CCN(c2cccc(Cl)c2)CC1 | 24 | -24 | -15 | 112 | 7 | 0.6 | 12 | -1.2 | -18
COc1ccc(C(=O)NCCNC(=O)c2cc(OCC(F)(F)F)ccc2OCC(F)(F)F)cc1 | -5 | -2 | 2 | 106 | 17 | -0.2 | 15 | 1.6 | 9
CSC1=NC(C)N2C(SC)=NC(C)N12 (stereo not drawn) | 30 | -1 | -6 | 90 | -12 | -0.7 | 23 | -1.6 | 2
CC(=O)Nc1cc(C(=O)N2CCOCC2)ccc1S(=O)(=O)c1ccc(C)cc1 | -1 | -4 | 4 | 105 | 6 | -3.3 | -8 | 0.0 | 2
CC(=O)N(CCP(=O)(c1ccccc1)c1ccccc1)Cc1ccco1 | -17 | -11 | -8 | 105 | 2 | -2.0 | -4 | -1.9 | 5
CC(NC(=O)[C@@H](C)NC(=O)[C@@H]1Cc2ccccc2CN1C(=O)OC(C)(C)C)c1ccccc1 (stereo partly drawn) | -13 | -52 | 0 | 101 | 2 | -2.4 | -14 | -4.5 | 20
CC(C)c1nnc(SCC(=O)NC2CCCC2)n1C | 12 | 3 | 1 | 60 | -13 | -2.2 | 1 | -0.8 | 13
Cc1ccc(CNC(=O)c2ccc(Cn3cc(-c4ccc(C)cc4)nc3-c3ccncc3)cc2)cc1 | 27 | -33 | -9 | 104 | -2 | -1.0 | -2 | -1.0 | -33

Other compounds follow.
SMILES | NALP1 yeast inh | DNA FID counter | M18AAP inhibitor | MEKK2wt PB1 HTS | MEKK2 mut-MEK5 | VIM-2 inhibitor | UBC9 SUMO inh | IMP-1 inhibitor | HCV NS3 hel inh
CC(=O)c1sc(-c2cccc(Cl)c2)nc1C | 12 | -6 | -4 | 102 | -3 | -2.1 | 17 | -3.0 | 8
COc1cc(S(=O)(=O)NC2CCCCC2)c(C)cc1C | 9 | -20 | 1 | 98 | -2 | -1.5 | -6 | -1.2 | 6
CCS(=O)(=O)N1CCC(C(=O)Nc2cc(C)ccc2O)CC1 | 2 | -2 | -14 | 110 | 17 | -2.2 | 17 | -1.4 | 9
N#Cc1ccc(C(=O)Nc2cccc(NC(=O)c3ccco3)c2)c(F)c1 | -3 | -9 | 0 | 98 | -3 | -1.6 | -1 | -3.1 | -16
O=C(O)COc1ccccc1C1C2C(=O)N(c3ccc(F)cc3)C(=O)C2ON1c1ccccc1 (stereo not drawn) | 24 | -38 | -13 | 99 | 17 | 0.6 | -2 | -1.2 | 7
Oc1ccccc1Oc1ncc(Br)c(N2CCOCC2)n1 | 3 | -12 | 0 | 101 | -1 | -0.5 | 5 | -1.9 | -7
CCc1nc(NCC2CCCN2CC)c2nnn(Cc3ccccc3F)c2n1 (stereo not drawn) | -9 | 8 | 6 | 118 | 18 | -1.9 | -12 | -1.1 | -8
COc1ccc2c(c1OC)C(=O)N1N=C(c3ccccc3)CC21 (stereo not drawn) | 40 | -13 | 0 | 107 | 15 | -1.9 | 19 | -1.8 | 5
CNC(=S)N(Cc1ccc(OC)cc1)C1CC(=O)N(c2ccc(Cl)cc2)C1=O (stereo not drawn) | 7 | -4 | -5 | . | . | -1.1 | -3 | 0.3 | -22
COc1ccc(-c2sc(Nc3ccccc3)n[n+]2-c2ccc(F)cc2)cc1Br | 10 | -17 | -4 | 114 | 8 | -2.1 | 9 | -3.9 | -12
CC(C)OC(=O)CC(=O)CSc1nc2c(cc1C#N)CCCC2 | . | -8 | 10 | 102 | 4 | -0.8 | 18 | 0.3 | 2
O=C(CSCCO)Nc1cccc2ccccc12 | -2 | 1 | -2 | 104 | 4 | -3.4 | -14 | -3.6 | -3
NCCCNc1nc(N)c([N+](=O)[O-])c(NC2CCCCC2)n1 | 11 | 7 | -5 | 117 | 4 | -0.5 | -15 | -0.8 | -50
CCN(CC)S(=O)(=O)c1cccc(C(=O)NCc2ccccc2)c1 | 3 | -6 | -3 | 94 | -10 | -1.4 | -3 | -0.9 | 0
Cc1cccc(OCC(=O)NN2C(=O)C3C4C=CC(O4)C3C2=O)c1 (stereo not drawn) | 16 | -4 | -1 | 78 | -12 | 0.3 | 15 | -0.7 | 14
CCc1nnc(NC(=O)CSc2nnc(-c3ccccc3OC)n2-c2ccccc2)s1 | -2 | -29 | 5 | 92 | -7 | -3.9 | -35 | -5.4 | -6
Fc1ccc(NC(=S)NN2CCOCC2)cc1Cl | 20 | -1 | 3 | 107 | 0 | -1.7 | -15 | -2.9 | -2
Cc1ccnc(N(C(=O)c2cccs2)C(=O)c2cccs2)c1 | . | -3 | -14 | 96 | -4 | -1.3 | 7 | -2.7 | 1
Cc1ccccc1C(=O)NCCNC(=O)c1cnccn1 | -11 | -5 | 1 | 112 | 6 | -3.1 | 9 | -1.8 | 9
NC(=O)Cn1cc(/C=N\NS(=O)(=O)c2ccc(F)cc2)c2ccccc21 | 21 | -1 | 5 | 104 | -1 | 0.2 | -15 | 1.0 | 10
CCOC(=O)c1ccc(N2C(=O)CC(C)(CC)CC2=O)cc1 | . | -8 | 2 | 106 | 6 | -1.9 | 20 | -2.6 | -4
O=C(c1ccco1)N1CCN(CC2CC3C=CC2C3)CC1 (stereo not drawn) | 5 | 5 | 4 | 98 | 2 | -1.1 | -1 | -7.0 | 0
O=C(O)CCSc1nnc(COc2ccc([N+](=O)[O-])cc2)n1-c1ccccc1 | 16 | -34 | -7 | 95 | -2 | 0.6 | 24 | -3.8 | -4
CCCCNC(=O)C1CC(c2ccc(C(F)(F)F)cc2)=NO1 (stereo not drawn) | -2 | . | . | 105 | -1 | . | 8 | . | .
COc1ccccc1NC(=O)Cn1nc(-c2ccncc2)nc1SCC(=O)NC1CCCC1 | 18 | -3 | -3 | 100 | -1 | -2.2 | -4 | -2.4 | 6

Reprinted at random: 3 entries already listed
SMILES | NALP1 yeast inh | DNA FID counter | M18AAP inhibitor | MEKK2wt PB1 HTS | MEKK2 mut-MEK5 | VIM-2 inhibitor | UBC9 SUMO inh | IMP-1 inhibitor | HCV NS3 hel inh
O=C(CSCCO)Nc1cccc2ccccc12 | -2 | 1 | -2 | 104 | 4 | -3.4 | -14 | -3.6 | -3
Cc1ccnc(N(C(=O)c2cccs2)C(=O)c2cccs2)c1 | . | -3 | -14 | 96 | -4 | -1.3 | 7 | -2.7 | 1
O=C(O)CCSc1nnc(COc2ccc([N+](=O)[O-])cc2)n1-c1ccccc1 | 16 | -34 | -7 | 95 | -2 | 0.6 | 24 | -3.8 | -4

Continuation:
SMILES | NALP1 yeast inh | DNA FID counter | M18AAP inhibitor | MEKK2wt PB1 HTS | MEKK2 mut-MEK5 | VIM-2 inhibitor | UBC9 SUMO inh | IMP-1 inhibitor | HCV NS3 hel inh
CCOC(=O)C1CCCN(c2c(NCc3ccco3)c(=O)c2=O)C1 (stereo not drawn) | . | 2 | 3 | 109 | 9 | -3.8 | 3 | -3.1 | 0
O=C(c1ccccc1)N1CCCCCC1 | 35 | -1 | -14 | 97 | -1 | -2.7 | 3 | -3.0 | 4
Cc1ccc(N=Cc2c(C)[nH]n(-c3nc4ccccc4[nH]3)c2=O)cc1 | 23 | -1 | 4 | 101 | 0 | -1.4 | -10 | 5.0* | 6
N#C/C(=C\c1cccc(Cl)c1)c1n[nH]c(Cn2cncn2)n1 | 10 | -1 | 6 | 95 | -3 | -3.3 | 0 | -3.9 | -2
Cc1ccccc1-c1nc(CS(=O)(=O)CC(=O)N(C)C2CCCCC2)c(C)o1 | 23 | -32 | 1 | 111 | 5 | -4.2 | -1 | -1.5 | -2
Cn1nccc1C(=O)N1CCCC(N2CCN(Cc3ccc4c(c3)OCO4)CC2)C1 (stereo not drawn) | -10 | -7 | 4 | 104 | 3 | -1.9 | 2 | -3.6 | 8
CC(C)c1cc(C(=O)NCc2ccco2)no1 | 19 | -1 | 5 | 103 | 5 | -4.7 | 16 | -5.1 | 0
CCC(=O)NCCc1nc2cc(NC(=O)c3ccc(OC)cc3)ccc2n1C | -3 | -10 | -11 | 97 | -1 | -2.7 | 10 | -1.3 | -4
O=C(N1CCN(CCO)CC1)N1c2ccccc2CCc2ccccc21 | . | -2 | -9 | 98 | 7 | -2.2 | 17 | -0.9 | -2
COc1ccc(C2NC(=O)NC(C)=C2C(C)=O)cc1 (stereo not drawn) | 14 | 0 | -8 | 104 | 5 | 1.6 | 20 | -2.0 | 0
CC(=O)c1ccc(N2CCN(S(=O)(=O)c3c(C)[nH]c(=O)[nH]c3=O)CC2)cc1 | 4 | 0 | -10 | 104 | -1 | -1.8 | 12 | -2.1 | 17

Screening results deposited in PubChem BioAssay by several laboratories.
